# CHRM5 antagonist: CHRM5 antagonism in calcium assay. P08912. CHO-hM5 cells, Fluo-8 calcium fluorescence, ACh EC80. inhibition, % at 3 µM. 360,000 compounds, 0.59% hits. AID 624040;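 active means inhibition above a per-plate cutoff, the mean of that plate's test compounds plus 3 SD, cut at about 27% in these data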;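 further: 0% = acetylcholine EC80 with DMSO and 100% = DMSO without agonist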
# Target sequence (P08912 whole entry, looked up): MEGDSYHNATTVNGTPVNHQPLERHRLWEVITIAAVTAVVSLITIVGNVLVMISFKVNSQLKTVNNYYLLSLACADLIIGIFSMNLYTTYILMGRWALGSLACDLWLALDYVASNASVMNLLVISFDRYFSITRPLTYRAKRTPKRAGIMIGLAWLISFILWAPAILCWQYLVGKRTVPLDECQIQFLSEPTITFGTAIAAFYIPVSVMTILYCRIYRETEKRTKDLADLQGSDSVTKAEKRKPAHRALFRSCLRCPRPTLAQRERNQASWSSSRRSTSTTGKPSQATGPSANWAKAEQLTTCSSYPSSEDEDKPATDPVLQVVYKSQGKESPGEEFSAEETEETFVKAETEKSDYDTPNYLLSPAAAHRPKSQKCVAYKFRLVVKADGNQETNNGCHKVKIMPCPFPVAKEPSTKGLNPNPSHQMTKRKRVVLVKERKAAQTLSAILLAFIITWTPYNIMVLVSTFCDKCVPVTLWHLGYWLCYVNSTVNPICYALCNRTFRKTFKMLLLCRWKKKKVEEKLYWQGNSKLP
# TAAR1 ag: human TAAR1 agonism; activation, % at 3 µM; CHO RD-HGA16 TAAR1, Fluo-8 calcium fluorescence; vehicle wells 0%, saturating PEA agonist 100%; Q96RJ0; 360,000 compounds, 0.99% hits;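 active means activation above the mean activation of all test compounds in the run plus 3 SD, cut at about 38% in these data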
# Target sequence (Q96RJ0 whole entry, looked up): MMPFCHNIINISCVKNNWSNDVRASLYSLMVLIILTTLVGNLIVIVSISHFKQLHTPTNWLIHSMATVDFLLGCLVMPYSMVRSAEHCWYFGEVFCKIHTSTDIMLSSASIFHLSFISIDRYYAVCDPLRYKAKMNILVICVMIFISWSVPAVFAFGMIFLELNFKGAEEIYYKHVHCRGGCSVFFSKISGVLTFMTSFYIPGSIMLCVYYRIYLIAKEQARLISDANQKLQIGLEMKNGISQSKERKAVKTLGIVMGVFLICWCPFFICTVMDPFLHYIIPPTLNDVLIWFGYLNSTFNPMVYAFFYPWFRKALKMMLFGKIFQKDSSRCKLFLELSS
#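 Test system: RD-HGA16 (CHO) cells co-expressing Gα16 and hTAAR1 / Benchmarks: DMSO vehicle as 0%, PEA at EC100 as 100% / Repeats: no replicates (n 1) / Measure: % activation from peak over basal fluorescence ratio, DMSO-to-PEA scaled / Timing: 17-24 h plating, Fluo-8 75 min 37 °C, 30 min RT / Technique: kinetic Fluo-8 calcium fluorescence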
# CHRM4 PAM: CHRM4 positive allosteric modulation | P08173 | CHO-K1 hM4/Gqi5, Fluo-8 calcium fluorescence, ACh EC20; 0% = ACh EC20, 100% = maximal ACh | activation, % at 3 µM | 360,000 compounds, 0.4% hits;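 active means activation above its plate's cutoff, the mean activation of sample wells plus 3 SD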; further: some results filed as inactive read as strong as hits
# CHRM5 PAM: positive allosteric modulators of human muscarinic M5 receptor. 360,000 compounds, 0.3% hits. activation, % at 3 µM. CHO-K1 hM5, Fluo-8 calcium, ACh EC20 PAM; 0% = ACh EC20, 100% = ACh EC100;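 active means activation above the run cutoff, the mean activation of all test compounds plus 3 SD, cut at about 18% in these data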
#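 Replicates: One well per compound, no replicates | System: Human M5 receptor in CHO-K1 cells | Benchmarks: Low control EC20 acetylcholine (0%), high control EC100 acetylcholine (100%) | Probe or stimulus: Acetylcholine, EC20 level | Times: Fluo-8 loading 80 min at 37 °C plus 30 min room temperature | Signal: Intracellular calcium via Fluo-8 fluorescence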
# TAAR1 antagonist: antagonists of human TAAR1. CHO RD-HGA16 TAAR1, Fluo-8 calcium fluorescence, antagonist. inhibition, % at 3 µM. 360,000 compounds, 1.5% hits. AID 624466;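 active means inhibition above a per-plate cutoff, the mean inhibition of test compounds on that plate plus 3 SD, cut at about 49% in these data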;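 further: 0% = DMSO plus EC80 beta-PEA response and 100% = DMSO alone without agonist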
#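 Material: CHO RD-HGA16 cells bearing hTAAR1; compound dosing: one-point dosing, 3 µM nominal final; schedule: dye loading 75 min at 37 °C, then 30 min room temperature; measured by: calcium fluorescence with Fluo-8; control set: vehicle and agonist controls; replication: n of 1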
# CRFBP-R2 agonist: CRF-BP/CRF-R2 complex agonism | 350,000 compounds, 0.46% hits | HEK293 CRF-R2/CRF-BP, calcium dye fluorescence (FLIPR); percent of saturating CRF peptide response | activation, % at 13.2 µM;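 active means activation of at least 50%, plus an integration ratio under a set limit after plate pattern correction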;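 further: plate controls were neutral control wells without compound for no effect and CRF at EC100 for full effect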
# CHRM5 agonist: agonists of human muscarinic M5 receptor (CHRM5). P08912. CHO-K1 hM5 cells, Fluo-8 calcium fluorescence; 0% DMSO wells, 100% maximal acetylcholine response. activation, % at 3 µM. 360,000 compounds, 0.19% hits. AID 624037;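 active means activation above the run's mean over test compounds plus 3 SD, cut at about 23% in these data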;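 further: signal is peak over basal fluorescence ratio across the kinetic read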
# M1 PAM parental: nonselective activator or artifact in parental CHO-K1 calcium assay; ATP EC20, Fluo-8 calcium fluorescence; 0% at ATP EC20, 100% at ATP max; activation, % at 3 µM; 360,000 compounds, 0.02% hits; AID 602247;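 active means activation above the run cutoff, the mean activation of all test compounds plus 3 SD, cut at about 40% in these data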;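 further: peak over basal fluorescence ratio in a 140 s read after ATP addition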
# CRFBP-R2 block: blocks CRF-induced signaling of the CRF-BP/CRF-R2 complex. HEK293 CRF-R2/CRF-BP, CRF-induced calcium fluorescence. inhibition, % at 11.8 µM. 350,000 compounds, 0.59% hits;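 active means inhibition of the ligand-induced calcium signal above about 50% at the single tested concentration, limit read from the data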
# Starred values were filed as active, the others as inactive; · = no result given.
SMILES,CHRM5 antagonist,TAAR1 ag,CHRM4 PAM,CHRM5 PAM,TAAR1 antagonist,CRFBP-R2 agonist,CHRM5 agonist,M1 PAM parental,CRFBP-R2 block
COc1ccc(C(=O)Nc2ccc(O)c3ccccc23)cc1,1.2,2.1,-8.5,6.1,-13.4,-1.7,3.8,15.8,4.4
Cc1ccc2c(CN(C)Cc3cccc(Cl)c3)cc(=O)oc2c1C,2.5,1.6,-5.8,-0.2,16.5,2.2,-3.4,7.7,8.9
CCOCCn1c(N2CCN(c3ccc(OC)cc3)CC2)nc2c1c(=O)n(C)c(=O)n2C,4.0,-3.1,-1.6,1.5,-14.8,-0.2,0.9,17.1,-7.0
O=C(N/N=C/c1ccc(F)cc1)c1cc[n+]([O-])cc1,3.3,-1.0,-3.3,-1.2,4.1,-0.4,-2.5,12.2,6.9
O=C(CN1C(=O)CCSc2ccccc21)Nc1ccc2c(c1)OCCO2,-2.5,3.3,-8.7,-5.0,0.5,3.1,2.9,-2.4,0.1
C(=N\Nc1ccccn1)/c1cccnc1,4.0,0.9,-3.1,0.1,4.0,-0.7,0.7,17.4,4.0
CC(C)(O)C#Cc1ccccc1C(=O)NC(CC(N)=O)C(=O)O (stereo unspecified),4.2,7.6,4.1,-3.0,-12.6,0.2,-1.4,7.2,3.4
O=C(NCc1ccc(C(F)(F)F)cc1)C1CC(c2cccc(F)c2)=NO1 (stereo unspecified),9.7,25.0,-3.2,-6.2,9.1,-0.2,4.5,-16.6,-1.0
O=C(Nc1nnc(SCc2ccc(Cl)cc2)s1)C1CCCO1 (stereo unspecified),10.7,·,-3.4,-6.9,·,-2.3,-1.2,-9.1,-6.2
COC(=O)c1c(C)oc(C)c1S(=O)(=O)NCc1ccc(Cl)cc1Cl,3.8,12.9,-19.4,-4.2,0.6,-0.4,-11.7,16.4,11.9
COc1ccc(C2c3c(oc4ccccc4c3=O)C(=O)N2Cc2ccncc2)cc1OC (stereo unspecified),·,4.5,·,·,-30.6,0.0,·,·,-1.3
NC(=O)c1ccc(NC(=O)CCC(=O)c2cccs2)cc1,14.4,-0.1,-5.1,-3.5,8.0,0.7,-1.4,-11.0,-9.8
CCCNC(=O)C(Cc1ccccc1)NS(=O)(=O)c1ccc2c(c1)c(=O)n(C)c(=O)n2C (stereo unspecified),2.7,2.1,3.6,-2.8,1.7,0.2,-0.3,12.5,-8.8
O=C(CCC(=O)Nc1ccc(Br)cc1)N/N=C/c1ccccc1F,-2.3,6.7,-8.3,-1.4,7.0,-3.5,-6.8,3.0,-10.0
COc1cc(OC)c(C2=NOC(C(=O)NCCc3ccccc3)C2)cc1Cl (stereo unspecified),3.8,11.2,-0.1,-6.5,9.3,-2.4,2.4,17.4,-0.9
COc1cccc(Oc2ccc(S(=O)(=O)N3CCOCC3)cc2[N+](=O)[O-])c1,13.7,5.5,-7.6,-2.6,-14.0,3.2,-5.0,8.4,7.0
O=C(Nc1ccccc1-c1ccccc1)c1ccccc1,3.1,-2.7,2.7,2.7,-5.6,-0.1,-0.3,-24.7,-6.6
c1ccc(C2=Nn3c(nnc3-c3cc(-c4ccccc4)n[nH]3)SC2)cc1,3.2,6.3,-3.0,-9.2,-25.1,-1.0,-6.0,21.0,0.4
Nc1c(C(=O)Nc2ccc(Cl)cc2)sc2nc(N3CCOCC3)c3c(c12)CCCC3,14.8,-1.4,2.0,-2.3,-2.6,-0.1,-3.2,10.9,-3.9
O=C1c2ccccc2C(c2nnnn2-c2ccc3c(c2)OCCO3)N1CCCN1CCOCC1 (stereo unspecified),9.7,2.3,5.8,-6.1,-0.6,·,-0.1,2.8,·

# Taken from above.
# In CHRM4 PAM, c1ccc(C2=Nn3c(nnc3-c3cc(-c4ccccc4)n[nH]3)SC2)cc1 is listed with -3.0
# In CHRM5 agonist, O=C(NCc1ccc(C(F)(F)F)cc1)C1CC(c2cccc(F)c2)=NO1 (stereo unspecified) is listed with 4.5

# New compounds follow
SMILES,CHRM5 antagonist,TAAR1 ag,CHRM4 PAM,CHRM5 PAM,TAAR1 antagonist,CRFBP-R2 agonist,CHRM5 agonist,M1 PAM parental,CRFBP-R2 block
CN1CCN(CC(O)Cn2c3ccccc3c3ccccc32)CC1 (stereo unspecified),8.9,0.8,-1.8,-5.7,-3.7,-1.2,-5.1,5.8,8.4
Cc1ccc(-c2nn(-c3ccccc3)cc2/C=N/NC(=O)c2ccncc2)o1,11.6,7.5,-3.4,-6.9,24.4,-0.5,2.7,10.5,6.1
COc1cccc(NC(=O)COc2cccnc2[N+](=O)[O-])c1,12.2,1.6,3.0,4.0,-12.7,0.1,1.2,-22.4,-1.4
O=C(COC(=O)c1ccc(Br)cc1)NCCC1=CCCCC1,6.4,-0.7,-1.1,2.8,-33.3,-0.1,-2.8,9.2,3.1
CCOC(=O)N(C)c1c(CC)nc2c(OCC(=O)C(C)(C)C)cccn12,-1.3,0.7,5.2,0.9,4.0,·,-0.3,-5.2,·
Cc1ccc(CC(=O)Nc2ccccc2-c2ccccc2)cc1C,3.2,2.8,-12.0,-6.3,27.9,1.0,-6.7,-14.1,3.4
CCC1(CC)Cc2ccccc2-c2nc(NCCO)[nH]c(=O)c21,0.5,11.1,-4.1,-1.7,-1.7,-0.7,5.9,10.5,-26.3
O=C(N/N=C/c1ccc(-c2ccc([N+](=O)[O-])cc2)o1)C(O)c1ccccc1 (stereo unspecified),-2.5,3.8,5.1,-2.9,-6.0,-0.5,-0.5,3.5,-10.4
COc1ccc(C(=O)Nc2nc3ccccc3[nH]2)cc1,12.5,1.0,-2.7,-7.2,4.3,-0.9,-2.9,-1.7,-14.3
O=S(=O)(Cc1nnnn1-c1ccccc1)c1ccc(Cl)cc1,-1.7,0.6,5.5,2.3,-13.2,-0.2,-4.2,19.4,7.4
O=C(Nc1nnc([C@@H]2O[C@H](CO)[C@@H](O)[C@H]2O)s1)Nc1ccccc1C(F)(F)F,-4.8,2.7,4.7,1.7,1.1,·,0.1,19.2,·
O=C(NC(=S)NC1CCCc2ccccc21)c1ccco1 (stereo unspecified),-1.0,14.6,-0.9,-11.0,0.0,1.2,-1.3,4.3,4.3
Cc1coc2c(C)c3oc(=O)c(CCC(=O)N(C)CC(=O)O)c(C)c3cc12,8.0,0.2,-0.1,4.2,-7.7,-2.0,-2.8,4.2,-5.1
CCN1C(=O)c2ccccc2S(=O)(=O)c2ccc(C(=O)N3CCOCC3)cc21,4.5,0.1,2.4,-1.1,0.2,0.3,-1.3,14.8,8.1
O=C(CCNC(=O)c1ccccc1Cl)NCC1CCCO1 (stereo unspecified),5.0,0.9,9.4,2.8,-3.2,0.5,2.8,9.2,5.1
COc1ccc(CNC(=O)CCCN2C(=O)NC3(CCCC3)C2=O)cc1,4.1,1.2,4.8,9.1,-9.2,-0.5,1.1,-0.2,-0.8
Cc1ccsc1/C=C1/SC(=O)N(CC(=O)N2CCOCC2)C1=O,0.8,8.1,9.0,-2.0,-4.0,-0.2,-1.2,7.1,12.5
Nc1c2c(=O)[nH]c(O)cc2nn1-c1ccccc1,-3.1,1.5,2.6,3.6,4.5,2.0,1.4,6.2,-0.7
O=C(CN(Cc1ccco1)C(=O)c1ccc(F)cc1F)Nc1ccccc1C(F)(F)F,-4.8,1.9,23.4*,9.9,-3.0,-0.3,0.2,4.1,-1.7
COC(=O)/C(=C\Nc1ccc(Cl)c2ccccc12)c1ncc(C(F)(F)F)cc1Cl,-7.6,·,4.2,-1.7,·,1.8,0.5,-9.5,-21.0
CC(C)(C)c1ccc(C(=O)NCCc2ccccc2)cc1,2.3,2.6,1.0,0.0,-15.1,-3.3,-8.0,23.9,16.1
COC(=O)CCC(=O)Nc1ccc(S(=O)(=O)Nc2cc(OC)nc(OC)n2)cc1,0.3,2.3,4.1,2.3,-9.1,-1.3,-1.4,21.0,8.6
CC(C)C(=O)Nc1cc(C(F)(F)F)ccc1N1CCOCC1,0.4,14.9,2.2,-0.7,-21.0,0.2,2.5,17.6,-5.7
CN1CCN(NC(=O)CN2C(=O)/C(=C/c3c(Cl)cccc3Cl)SC2=S)CC1,-3.7,9.2,-5.1,-0.8,16.6,0.1,-9.7,-4.9,-9.8
CCOc1ccc(NC(=O)c2ccc(S(=O)(=O)N3CCOCC3)cc2)cc1,10.5,1.1,0.0,1.7,4.4,0.0,-3.8,-6.8,2.2
COc1ccc(NC(=O)c2ccc3nc[nH]c3c2)cc1,5.9,2.8,3.0,-6.6,-14.9,15.6,-5.0,4.8,-16.0
O=C(Cn1ccc2cc(S(=O)(=O)N3CCCC3)ccc21)NCCc1ccccc1,8.5,30.8,7.0,-3.8,-9.6,-0.8,-4.4,-2.1,-12.7
CCCCNC(=O)c1onc(CSc2cccc(C)c2)c1C(=O)O,13.9,7.8,9.3,7.0,6.8,-2.8,-0.5,8.7,-5.6
COc1ccc(N2CCN(C(=O)CNC(=O)c3cccs3)CC2)cc1,5.0,-0.5,-2.5,-3.7,-2.5,-0.8,-2.3,-19.2,1.2
CC(C)(C)c1ccc(C(=O)NC(=S)NCC2CCCO2)cc1 (stereo unspecified),-1.2,10.0,-3.9,-1.9,9.7,1.4,1.4,21.3,24.7
Cc1c(N)ccc(-n2nc3ccccc3n2)c1C,1.6,-0.5,-6.4,-7.4,-29.1,-0.7,-2.5,-0.1,-3.2
Cc1cc(C)cc(Cn2cc(CN3CC(N4CCN(Cc5ccccc5F)CC4)CS3(=O)=O)nn2)c1 (stereo unspecified),-1.8,0.6,-3.3,-2.3,1.0,·,1.9,-9.0,·
CCOC(=O)c1c(N)sc(C(=O)OC)c1C,3.9,8.9,-0.4,-3.2,-7.4,-0.4,-3.2,10.1,14.8
C/C(=N\NC(=O)c1ccn(C)n1)c1cccc(NC(=O)c2ccc(C)s2)c1,-9.6,3.5,16.0,8.0,15.9,1.4,-0.5,13.4,3.7
NC(=O)c1ccc(Nc2nnc(-c3ccc(O)cc3)c3ccccc23)cc1,15.3,-0.1,3.9,-1.9,-13.1,0.1,-1.8,-18.7,5.2
O=C(Nc1cccc([N+](=O)[O-])c1)Nc1ccc2c(c1)OCCO2,15.6,11.5,-10.1,-26.9,15.7,4.1,6.0,-10.3,-4.1
O=C(CCCN1CCC(NC(=O)c2ccccc2)CC1)c1ccc(Cl)cc1,0.8,2.9,-4.1,2.3,-18.0,-2.6,-12.3,6.0,13.4
CCNC(=O)c1c(O)c2cccc3c2n(c1=O)CC3,-0.7,24.0,3.7,3.3,-11.6,-0.8,0.3,17.5,0.3

# Assay outcomes deposited in PubChem BioAssay by several laboratories.
